Compound activity from PubChem.
MEKK2wt PB1 HTS = raises or lowers MEK5 binding to wildtype human MEKK2 PB1 domain. binding response (% of control), % at 10 µM. hit rate 1.1% among 290,000. AID 1531. bead flow cytometry, Alexa488-MEK5 binding to MEKK2 WT; actives lie on both sides. Q9Y2U5; in the data active = binding response below about 67% or above about 130%
GPR7 antagonist = antagonists of human GPR7 (neuropeptides B/W receptor 1); P48145; GPR7-expressing cells, fluorescence antagonist assay; inhibition, % at 4.4 µM; hit rate 1.1% among 290,000; in the data active = inhibition above about 16%, passing the limit was not always enough;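 note: cells stimulated with the agonist NPW; 0% = agonist with vehicle and 100% = vehicle without agonist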
MEKK2mut PB1 HTS = signal of MEK5 binding to mutant human MEKK2 PB1 domain | bead flow cytometry, Alexa488-MEK5 binding to MEKK2 mutant | percent response, % at 10 µM | hit rate 0.35% among 290,000; in the data active = percent response above about 24%, passing the limit was not always enough; note: inactives centre near 1; some results filed as inactive read as strong as hits; reference of the scale not given here
GalR3 antag = human GalR3 antagonism; HEK293 GalR3-CNG cAMP membrane potential fluorescence; galR3 body fused to GalR1 C-terminus; inhibition, % at 3 µM; hit rate 0.44% among 360,000; AID 651719;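 active = inhibition above the screen-wide average plus 3 SD, cut at about 13% in these data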;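 note: forskolin and galanin both at EC90 stimulate the cells; cAMP rise reported by CNG channel membrane potential dye signal; 0% = forskolin plus galanin with DMSO and 100% = forskolin alone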
MEKK3 PB1 HTS = raises or lowers MEK5 binding to the human MEKK3 PB1 domain; binding response (% of control), % at 10 µM; bead-based flow cytometry, Alexa488-MEK5 binding to MEKK3; actives lie on both sides; 0 = blocked by unlabeled MEK5, 100 = vehicle; Q99759; AID 1529; hit rate 1.4% among 290,000;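 active = binding response more than 3 SD above or below the average of its plate-row segment, actives on both sides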;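 note: Alexa488 bead fluorescence after subtracting the streptavidin-only scavenger bead signal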
Target sequence (Q99759 whole entry, looked up, the tested form may be a part): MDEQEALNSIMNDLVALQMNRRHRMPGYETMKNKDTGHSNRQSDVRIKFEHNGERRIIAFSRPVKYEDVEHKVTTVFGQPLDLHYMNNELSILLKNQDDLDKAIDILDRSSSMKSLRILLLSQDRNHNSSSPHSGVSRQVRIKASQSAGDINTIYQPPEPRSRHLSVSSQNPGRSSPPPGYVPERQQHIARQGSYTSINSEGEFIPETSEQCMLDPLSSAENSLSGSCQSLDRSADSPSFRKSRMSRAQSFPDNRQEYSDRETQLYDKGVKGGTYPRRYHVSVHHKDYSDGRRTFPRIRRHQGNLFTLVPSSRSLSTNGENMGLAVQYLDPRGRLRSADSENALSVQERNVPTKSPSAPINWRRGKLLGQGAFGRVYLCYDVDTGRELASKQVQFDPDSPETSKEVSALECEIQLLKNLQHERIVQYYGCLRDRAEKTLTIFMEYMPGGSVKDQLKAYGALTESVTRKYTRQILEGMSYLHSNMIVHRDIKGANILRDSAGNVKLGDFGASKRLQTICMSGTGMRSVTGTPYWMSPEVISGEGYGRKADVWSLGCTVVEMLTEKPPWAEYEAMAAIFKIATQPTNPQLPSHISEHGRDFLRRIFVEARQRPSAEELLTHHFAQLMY
OXTR ag = human OXTR agonism; activation, % at 3 µM; CHO-OTR cells, Fluo-8 calcium fluorescence; normalized: DMSO 0%, oxytocin 100%; hit rate 0.32% among 320,000;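 active = activation above the mean of all tested compounds plus 3 SD, cutoff set per screening run, cut at about 20% in these data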;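 note: peak over basal fluorescence ratio from a 100 s FLIPR kinetic read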
PHOSPHO1 block = inhibitors of human PHOSPHO1 phosphatase | Q8TCT1 | recombinant PHOSPHO1, absorbance phosphatase assay | inhibition, % at 13.3 µM | hit rate 1.1% among 290,000 | AID 1565; in the data active = inhibition above about 60%
Target sequence (Q8TCT1 whole entry, looked up): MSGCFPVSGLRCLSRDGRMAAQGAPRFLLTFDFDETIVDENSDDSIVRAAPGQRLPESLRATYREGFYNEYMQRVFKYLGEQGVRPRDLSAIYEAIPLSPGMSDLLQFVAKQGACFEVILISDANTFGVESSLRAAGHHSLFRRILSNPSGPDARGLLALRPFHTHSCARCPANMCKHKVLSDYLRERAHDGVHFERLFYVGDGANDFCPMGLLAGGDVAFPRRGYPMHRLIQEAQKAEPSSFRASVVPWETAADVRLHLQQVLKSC
V1aR counter = V1a receptor agonism, counter-screen for OXTR agonists | hit rate 0.25% among 320,000 | P37288 | CHO-V1R cells, Fluo-8 calcium fluorescence, agonist mode; 0% DMSO, 100% 3 nM vasopressin | activation, % at 3 µM;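 active = activation above the mean activation of all tested compounds plus 3 SD, per screening run, cut at about 20% in these data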;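 note: signal is peak over basal fluorescence ratio across a 100 second FLIPR read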
NALP1 inh = NALP1 inhibition; S. cerevisiae NALP1/ASC/caspase-1 growth, X-gal OD620, 72 h; inhibition, % at 10 µM; hit rate 0.61% among 280,000; AID 2071; in the data active = inhibition mostly above about 24%, no sharp cut-off; inactive = mostly below about 32%; note: some compounds called inactive have numbers as strong as hits
* marks the source's active call; other numbers are inactive results; x = no result given. The order is random. Share with any hit: about 5.4%.

Each structure is followed by: PHOSPHO1 block, MEKK2mut PB1 HTS, OXTR ag, GPR7 antagonist, MEKK3 PB1 HTS, V1aR counter, MEKK2wt PB1 HTS, NALP1 inh, GalR3 antag
COc1ccccc1N1CCN(C2CCCN(C(=O)c3ccoc3)C2)CC1 (configuration not stated)
  28, -2, 0.0, 0, 97, 1.1, 97, 17, 4
COc1ccc(S(=O)(=O)NCc2ccco2)cc1C(=O)N1CCOCC1
  10, -6, 0.2, 6, 97, 0.6, 99, 21, -2
CC(C)(C)NC(=S)NC(=O)C12CCC3CC(CC(C3)C1)C2
  23, 6, -2.3, -24, 102, -0.3, 112, 8, -5
Cc1ccc([N+](=O)[O-])cc1S(=O)(=O)NCCc1cn2ccccc2n1
  24, -2, 0.6, -1, 90, -0.4, 95, x, -2
O=S(=O)(c1ccc(Cl)cc1)N1CCC(n2cnc3cc(C(F)(F)F)ccc32)CC1
  x, -3, 0.6, -17, 105, 1.8, 101, x, -9
COC(=O)[C@H](C)NC(=O)NCc1ccco1
  7, 5, 1.3, 3, 94, 0.6, 97, -7, x
COc1cc2c(cc1OC)C(C)N(C(=O)c1cccs1)CC2 (configuration not stated)
  48, -2, -0.4, 0, 102, -0.3, 102, 22, -6
CCOC(=O)c1sc(=S)n(-c2ccccc2OC)c1N
  48, 14, 4.7, -2, 117, 5.1, 116, -104, -3
Cc1sc(=NC(=O)c2ccco2)n(C)c1-c1ccc(F)cc1
  38, 4, -2.3, 16, 100, 0.2, 100, 6, -6
CC(=O)c1ccc(Nc2c3c(c(C#N)c4nc5ccccc5n24)CCC3)cc1
  1, -2, -0.6, 13, 98, 0.8, 94, 32, x
Nn1cc(-c2ccccc2)nc1SCC(=O)NCCN1C(=O)CSC1=O
  82*, 2, -1.7, -10, 103, 0.3, 105, 27, -1
CCc1cccc(NS(=O)(=O)c2ccc3c(c2)NC(=O)CC(=O)N3)c1
  -1, -3, 0.3, -19, 100, 1.1, 99, 36*, -4
Cc1nc(-c2ccccc2)sc1-c1nnc(C2CC2)o1
  23, -4, -3.6, -5, 100, 1.1, 98, 10, -3
Cn1cc(Br)c(C(=O)Nc2nccs2)n1
  -3, -5, 0.6, -2, 81, 1.1, 86, 24, -3
O=C(O)c1ccc(C(=O)Nc2cccc3ccccc23)c(C(=O)O)c1
  -11, -3, x, -8, 96, x, 103, -7, -5
Cc1ccc(CNC(=O)CCn2c(=O)oc3ccccc32)cc1
  32, 1, -0.2, -10, 101, -0.4, 102, x, -4
C/C(N)=C(/C#N)C(=O)COc1ncnc2ccccc12
  x, 4, 1.6, -11, 114, 0.8, 101, x, -4
Cc1nn(C)cc1S(=O)(=O)Nc1cccc(Cl)c1
  32, -1, 0.2, -16, 97, 0.1, 95, 1, -6
CCC(C)c1ccc(OCC(=O)Nc2ccc(CN3CCOCC3)cc2)cc1 (configuration not stated)
  17, 5, x, -18, 103, x, 111, 5, 18*
Cc1cc(C)nc(SCC(=O)Oc2ccc3oc(=O)cc(C)c3c2)n1
  24, 0, -0.3, -12, 92, 0.0, 96, 15, -4
Cc1ccc(S(=O)(=O)n2ccc(=O)[nH]2)cc1
  18, 3, -0.6, -3, 100, 0.7, 101, 0, -3
CC1(C)CC(=O)C(C=Nc2ccc(C(=O)c3ccccc3)cc2N=CC2=C(O)CC(C)(C)CC2=O)=C(O)C1
  17, -4, 3.6, 15, 101, 5.6, 95, 4, -3
COC(=O)[C@@]1(Cc2ccc(F)cc2)[C@H]2c3cc(C(=O)N(C)C)n(Cc4nc5ccccc5[nH]4)c3C[C@H]2CN1C(=O)c1ccccc1
  -14, 5, 5.7, 9, 107, 3.5, 92, 20, 8
COc1ccc(CCNC(=O)c2cccnc2SC)cc1
  17, -2, -0.3, -4, 102, 1.6, 99, -6, 13*
CC(C)CNS(=O)(=O)c1ccc(S(=O)(=O)N2CCCN(Cc3ccccc3)C2)cc1
  5, 10, -0.2, 1, 109, 0.5, 108, 19, x
COc1cccc(C2NC(=O)NC(C)=C2C(=O)OCCSC)c1OC (configuration not stated)
  x, 6, -0.7, -9, 101, 0.3, 94, x, -1
Cc1ccc(Cn2nnc3c(=O)n(Cc4ccccc4C)cnc32)cc1
  6, 0, 0.2, 1, 101, 1.3, 99, 31, x
O=c1[nH]c(CSc2nnnn2-c2ccc(Cl)cc2)nc2ccccc12
  20, -1, 0.3, -10, 120, 1.1, 109, -7, 1
CCC(C)[C@H](NC(=O)Nc1cccc(OC)c1)C(=O)OC (some centres not stated)
  -4, 1, -1.1, -6, 107, 0.0, 107, -29, -4
COCCNc1nc(-n2nc(C)cc2C)nc2sc3c(c12)CCCC3
  12, x, -2.4, -5, x, -1.5, x, 4, 0
C/C(=N/NC(=O)c1ccc(Br)o1)c1ccc(C)o1
  7, 1, -1.2, -5, 106, -0.3, 105, 19, -1
O=C(CCN1CCN(c2ccc([N+](=O)[O-])cc2)CC1)c1ccc(Cl)cc1
  42, 2, 18, 41*, 103, 7.6, 108, 21, -10
COc1ccc(Br)cc1/C=N/NC(=O)C(c1ccncc1)N1CCOCC1 (configuration not stated)
  10, 0, 0.6, -5, 93, 1.4, 95, 29, 1
Cc1nc(SCC(C)C)[nH]c(=O)c1Cc1ccccc1
  26, -1, 0.6, -1, 97, -0.4, 97, 6, -2
CCOC(=O)C1CCN(C(c2cc3c(C)ccc(C)c3[nH]c2=O)c2nnnn2C2CCCCC2)CC1 (configuration not stated)
  74*, -10, -1.0, -9, 82, -0.4, 86, 16, -3
Cc1ccc(-c2nnc(Nc3ccc(CC(N)=O)cc3)c3ccccc23)cc1S(=O)(=O)NCCO
  39, 9, -0.8, -16, 103, 0.4, 107, -11, -1
CCCNc1nc(C)cc(-c2cc(C(=O)NCc3ccccc3)on2)n1
  35, 3, 1.7, x, 97, 5.2, 99, 22, -3
CN(C)CCNc1ncnc2oc(-c3ccccc3)c(-c3ccccc3)c12
  39, 17, x, 4, 109, x, 122, 10, -13
Cc1ccc(SCc2[nH]nc3c2C(c2ccco2)C(C#N)=C(N)O3)cc1 (configuration not stated)
  10, -2, 2.0, 7, 94, 1.0, 96, 9, -5
O=[N+]([O-])c1ccc(S(=O)(=O)Nc2nc3ccccc3nc2Nc2ccccc2)cc1
  0, -1, 2.5, -18, 102, 7.1, 104, -6, 3
CNc1c(C(=O)O)ccc2c1C(=O)c1ccccc1C2=O
  -2, -5, -2.0, -1, 100, -0.8, 104, 43, -2
CNC(=S)N/N=C(\C)c1ccc2c(c1)OCO2
  -105, 1, -0.2, 1, 107, -0.5, 104, 2, -5
COc1cccc(NC(=O)N2CCN(c3nc(-c4cccc(OC)c4)cs3)CC2)c1
  25, -18, -0.1, -7, 94, 1.2, 90, x, 0
CN(C)c1ccc(P(=O)(OCc2ccccc2)C(O)c2ccccc2)cc1 (configuration not stated)
  1, -7, -1.1, -11, 90, -1.5, 93, -2, -1
O=Cc1ccc(OCC(=O)Nc2ccccc2-c2ccccc2)cc1
  41, -16, -2.5, -10, 88, -0.2, 83, 20, -2
O=C(Nc1cccc(O)c1)C1CCCN1C(=O)OCc1ccccc1 (configuration not stated)
  3, 18, 0.0, 6, 99, 0.5, 102, 25, 2
Cn1c(=O)c([N+](=O)[O-])c(Cl)c2ccccc21
  -10, -8, x, 26*, 99, x, 95, -1, 10
CC1=NN(c2ccc(C(=O)O)cc2)C(=O)/C1=C\c1ccc(OC(=O)c2cccs2)cc1
  -10, 1, -1.7, 4, 97, -1.0, 95, -8, -4
CCN(CC)CCCNC(=S)N(Cc1cccnc1)Cc1cc2cc(C)ccc2[nH]c1=O
  24, 4, -0.5, -10, 94, 0.3, 93, x, -7
CCOC(=O)C1CCCN(C(=O)c2cc3c(-c4cccc(OC)c4)nn(C)c3s2)C1 (configuration not stated)
  -3, 3, -1.2, -2, 106, 0.4, 106, 20, -3

More entries follow.
Each structure is followed by: PHOSPHO1 block, MEKK2mut PB1 HTS, OXTR ag, GPR7 antagonist, MEKK3 PB1 HTS, V1aR counter, MEKK2wt PB1 HTS, NALP1 inh, GalR3 antag
COc1ccc(N(CC(=O)NCCc2ccccc2)C(=O)c2csnn2)cc1OC
  23, 4, -0.4, -4, 104, 0.2, 107, 24, -11
NS(=O)(=O)c1ccc(CCNC2CC(=O)N(Cc3ccccc3)C2=O)cc1 (configuration not stated)
  -17, 3, 0.8, -8, 102, 0.0, 105, 6, -5
O=C1C2C3c4ccccc4C(c4ccccc43)C2C(=O)N1Cc1ccco1 (configuration not stated)
  10, -23, -1.1, x, 78, -1.7, 82, 30, -5
Cc1cccc(NC(=O)c2cc(-c3ccco3)nc3ccccc23)n1
  18, 1, -2.3, -1, 101, -0.7, 102, -11, -1
Cc1cc(NC(=O)CSCc2ccccc2C)no1
  38, -7, -0.2, -17, 92, -1.9, 93, 0, -6
CC(C)(C)S(=O)(=O)c1cnc2c(S(=O)(=O)c3ccccc3)cnn2c1N
  16, -1, 0.3, -11, 106, 0.5, 100, 1, -3

In the list so far, these contain an aryl methoxy group.
Each structure is followed by: PHOSPHO1 block, MEKK2mut PB1 HTS, OXTR ag, GPR7 antagonist, MEKK3 PB1 HTS, V1aR counter, MEKK2wt PB1 HTS, NALP1 inh, GalR3 antag
COc1ccccc1N1CCN(C2CCCN(C(=O)c3ccoc3)C2)CC1 (configuration not stated)
  28, -2, 0.0, 0, 97, 1.1, 97, 17, 4
COc1ccc(S(=O)(=O)NCc2ccco2)cc1C(=O)N1CCOCC1
  10, -6, 0.2, 6, 97, 0.6, 99, 21, -2
COc1cc2c(cc1OC)C(C)N(C(=O)c1cccs1)CC2 (configuration not stated)
  48, -2, -0.4, 0, 102, -0.3, 102, 22, -6
CCOC(=O)c1sc(=S)n(-c2ccccc2OC)c1N
  48, 14, 4.7, -2, 117, 5.1, 116, -104, -3
COc1ccc(CCNC(=O)c2cccnc2SC)cc1
  17, -2, -0.3, -4, 102, 1.6, 99, -6, 13*
COc1cccc(C2NC(=O)NC(C)=C2C(=O)OCCSC)c1OC (configuration not stated)
  x, 6, -0.7, -9, 101, 0.3, 94, x, -1
CCC(C)[C@H](NC(=O)Nc1cccc(OC)c1)C(=O)OC (some centres not stated)
  -4, 1, -1.1, -6, 107, 0.0, 107, -29, -4
COc1ccc(Br)cc1/C=N/NC(=O)C(c1ccncc1)N1CCOCC1 (configuration not stated)
  10, 0, 0.6, -5, 93, 1.4, 95, 29, 1
COc1cccc(NC(=O)N2CCN(c3nc(-c4cccc(OC)c4)cs3)CC2)c1
  25, -18, -0.1, -7, 94, 1.2, 90, x, 0
CCOC(=O)C1CCCN(C(=O)c2cc3c(-c4cccc(OC)c4)nn(C)c3s2)C1 (configuration not stated)
  -3, 3, -1.2, -2, 106, 0.4, 106, 20, -3
COc1ccc(N(CC(=O)NCCc2ccccc2)C(=O)c2csnn2)cc1OC
  23, 4, -0.4, -4, 104, 0.2, 107, 24, -11
